PvdQ inh: blocks Pseudomonas aeruginosa PvdQ acylase activity. purified PvdQ acylase, fluorescence plate reader. inhibition, % at 10 µM. 340,000 tested, 0.063% active; in the data active = inhibition above about 30%, passing the limit was not always enough;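 also: 0% = vehicle neutral wells and 100% = reference inhibitor wells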
CAL PDZ FP-1: inhibitors of human CAL PDZ peptide binding; 330,000 tested, 0.02% active; inhibition, % at 20 µM; purified CAL PDZ, TMR-peptide fluorescence polarization, 1 h; AID 504414;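 active = highest replicate inhibition of at least 40%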;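 also: plate controls were DMSO neutral control wells for no effect and unlabeled competitor peptide control wells for full effect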
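Material – purified CerCALP PDZ construct · Detection – FP readout, S and P plane fluorescence · Measure – percent inhibition from loss of millipolarization · Controls – unlabelled peptide for full inhibition, DMSO wells as neutral · Probe or stimulus – TMR-labelled reporter peptide T*-PRC34 bound in PDZ groove · Times – 1 h at RT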
NSD2 inh: NSD2 (human) methyltransferase inhibition. O96028. NSD2 peptide methylation, AlphaScreen, 120 min. inhibition, % at 12.5 µM. 310,000 tested, 0.54% active; in the data active = inhibition above about 50%
Target sequence (O96028 whole entry, looked up): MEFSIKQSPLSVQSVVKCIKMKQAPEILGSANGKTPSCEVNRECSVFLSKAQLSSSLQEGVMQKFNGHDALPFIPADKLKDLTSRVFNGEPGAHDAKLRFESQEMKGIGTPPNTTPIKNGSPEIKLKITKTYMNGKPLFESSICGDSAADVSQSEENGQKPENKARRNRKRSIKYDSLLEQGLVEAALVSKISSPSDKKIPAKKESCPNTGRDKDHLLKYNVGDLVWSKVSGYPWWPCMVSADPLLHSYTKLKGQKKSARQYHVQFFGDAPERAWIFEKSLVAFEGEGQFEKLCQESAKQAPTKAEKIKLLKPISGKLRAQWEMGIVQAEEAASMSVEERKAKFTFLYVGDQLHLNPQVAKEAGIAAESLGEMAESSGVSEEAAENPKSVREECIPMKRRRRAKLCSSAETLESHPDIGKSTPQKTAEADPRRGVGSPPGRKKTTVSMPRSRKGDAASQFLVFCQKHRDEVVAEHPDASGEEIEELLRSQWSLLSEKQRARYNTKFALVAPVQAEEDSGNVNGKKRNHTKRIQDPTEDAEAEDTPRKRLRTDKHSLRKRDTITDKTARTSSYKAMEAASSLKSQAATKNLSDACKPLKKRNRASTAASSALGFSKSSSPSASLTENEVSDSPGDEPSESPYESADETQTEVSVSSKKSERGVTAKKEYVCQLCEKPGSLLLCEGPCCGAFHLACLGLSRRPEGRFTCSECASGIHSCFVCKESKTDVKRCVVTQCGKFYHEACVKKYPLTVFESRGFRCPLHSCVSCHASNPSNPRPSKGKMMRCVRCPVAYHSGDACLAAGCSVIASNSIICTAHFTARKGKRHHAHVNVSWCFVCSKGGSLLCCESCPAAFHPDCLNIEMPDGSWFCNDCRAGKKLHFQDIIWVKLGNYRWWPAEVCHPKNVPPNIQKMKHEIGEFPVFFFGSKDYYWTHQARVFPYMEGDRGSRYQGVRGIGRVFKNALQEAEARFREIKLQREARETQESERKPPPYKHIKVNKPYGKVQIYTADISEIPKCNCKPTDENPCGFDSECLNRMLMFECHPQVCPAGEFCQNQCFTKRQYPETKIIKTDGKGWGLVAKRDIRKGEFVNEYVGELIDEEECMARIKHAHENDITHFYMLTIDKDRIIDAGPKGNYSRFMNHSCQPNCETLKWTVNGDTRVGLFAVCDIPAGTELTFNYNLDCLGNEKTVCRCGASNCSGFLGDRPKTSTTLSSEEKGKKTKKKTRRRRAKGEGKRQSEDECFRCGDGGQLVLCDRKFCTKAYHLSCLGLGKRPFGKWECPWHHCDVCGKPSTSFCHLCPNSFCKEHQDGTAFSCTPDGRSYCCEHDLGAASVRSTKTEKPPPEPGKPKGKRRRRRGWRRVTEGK
MITF act: increases MITF-driven TRPM1 promoter luciferase signal. SK-MEL-5 TRPM1-promoter luciferase, 24 h; % of positive control, neutral wells = 0. activation, % at 12.5 µM. 300,000 tested, 0.75% active. AID 588334;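 active = mean activation of at least 80% with every replicate also reaching 80%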;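 also: 0% = neutral control wells and 100% = parthenolide positive control wells; values of inactives mirror those of a sister screen read the other way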
SR-BI HDL uptake: mouse SR-BI HDL lipid transfer inhibition; inhibition, % at 12.5 µM; 320,000 tested, 0.96% active; AID 488896; Q61009; ldlA[mSR-BI] CHO cells, DiI-HDL uptake fluorescence, 3 h;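 active = mean replicate inhibition of at least 70% and a set share of replicates each scoring 70 or more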;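 also: 0% = median of neutral control wells and 100% = median of positive control wells; values of inactives mirror those of a sister screen read the other way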
Rtt109 HAT inh: inhibitors of Candida albicans Rtt109/Vps75 histone acetyltransferase; 330,000 tested, 0.16% active; AID 540336; Q5AAJ8; inhibition, % at 34.9 µM; purified Rtt109/Vps75, ThioGlo CoA-SH fluorescence, 4 h;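 active = inhibition of at least 50% in every replicate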
PfHsp90 yeast 2: reduces growth (ATP signal) of yeast expressing P. falciparum Hsp90; S. cerevisiae expressing PfHsp90, BacTiter-Glo ATP, 48 h; yeast lacking PDR1 and PDR3 efflux regulators; inhibition, % at 9.4 µM; 310,000 tested, 0.32% active; AID 504621;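 active = every replicate shows inhibition above about 80%, whatever the replicate mean, limit read from the data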;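 also: 0% = DMSO neutral controls and 100% = 20 µM radicicol positive controls; yeast relying on Plasmodium falciparum Hsp90 in place of its own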
dFosB act: activators of mouse delta FosB homodimer; P13346; purified delta FosB, TAMRA-CDK5 oligo fluorescence polarization; percent of positive-control signal above neutral wells; activation, % at 25 µM; 340,000 tested, 0.99% active;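 active = mean activation above about 17%, with every replicate also reaching it, limit read from the data, passing the limit was not always enough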;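 also: fluorescence polarization rise as delta FosB binds a TAMRA Cdk5 AP-1 oligo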
SR-BI DiI-HDL act: enhances SR-BI lipid uptake from DiI-HDL. activation, % at 12.5 µM. CHO ldlA[mSR-BI] cells, DiI-HDL uptake fluorescence, 3 h; 100 = double the neutral-control signal. 320,000 tested, 0.096% active;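 active = mean replicate activation of at least 60% and every replicate at or above 60%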;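 also: 0% = median plate neutral-control signal and 100% = twice that signal; values of inactives mirror those of a sister screen read the other way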
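Assay system: CHO ldlA[mSR-BI] cells, LDL receptor-null, SR-BI overexpressing; medium: Ham's F12 with 0.5% BSA, HEPES 25 mM, pH 7.4; also added: DiI-HDL 10 µg/mL; timing: 3 h uptake period with compound, 37 °C; signal: DiI fluorescence, bottom read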
CAL PDZ FP-2: inhibitors of human CAL PDZ peptide binding; AID 602252; inhibition, % at 24.9 µM; Q9HD26; purified CAL PDZ, TMR-peptide fluorescence polarization, 1 h; 300,000 tested, 0.92% active;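 active = mean inhibition of at least 30% with at least half of replicates also reaching 30%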;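 also: 0% = DMSO neutral control and 100% = excess unlabeled competitor peptide PRC23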
* hit, by the source's call; / = no result given.

SMILES	PvdQ inh	CAL PDZ FP-1	NSD2 inh	MITF act	SR-BI HDL uptake	Rtt109 HAT inh	PfHsp90 yeast 2	dFosB act	SR-BI DiI-HDL act	CAL PDZ FP-2
CN(C)c1nc(N)nc(CSc2nc3cc(Cl)ccc3o2)n1	-4.6	-3.1	-1.7	46.3	-25.1	-6.0	32.2	28.5*	25.1	-0.1
COc1ccccc1C(=O)NCc1ccc2c(c1)OCO2	-18.7	-2.8	-0.5	17.5	19.7	/	-16.8	-3.9	-19.7	-0.2
Cc1cccc(C(=O)Nc2cccc(C(=O)Nc3cc(C)ccn3)c2)c1	-10.1	-1.2	/	/	18.4	-0.9	2.4	-13.5	-18.4	-0.7
CC1CCN(S(=O)(=O)c2ccc(NC(=O)CN3C(=O)NC(C)(c4ccccc4)C3=O)cc2)CC1 (configuration not stated)	-2.2	-2.3	2.1	3.2	-15.8	26.9	/	-3.3	15.8	-3.0
CCCCn1c(N)c(N(CCOC)C(=O)COC(=O)CNC(=O)c2ccc(Cl)c(Cl)c2)c(=O)[nH]c1=O	-25.7	-2.1	0.9	-5.8	-6.0	0.3	-16.6	2.5	6.0	-4.2
Cc1cccc(N2CCN(C(=O)C3CC(=O)N(C4CCCC4)C3)CC2)c1C (configuration not stated)	0.8	-1.1	1.3	-6.6	14.2	-2.3	16.1	-5.7	-14.2	0.1
Cc1cc(NC(=O)CS(=O)(=O)c2cn(Cc3ccccc3Cl)c3ccccc23)no1	-7.7	-3.5	/	0.0	56.2	3.3	-30.4	-3.7	-56.2	-1.3
COc1cc(S(=O)(=O)N2CCOCC2)cc(C(=O)c2nccn2C)c1OC	-4.6	-3.0	/	0.0	-3.1	1.9	-0.8	-8.9	3.1	-0.8
COc1ccc([N+](=O)[O-])cc1NC(=O)c1cncc(Br)c1	-14.8	-3.2	-1.4	6.7	26.6	/	-29.7	-0.4	-26.6	-4.4
CCOC(=O)c1sc(NC(=O)CN2C(=O)NC3(CCC(C)CC3)C2=O)c(C(=O)OCC)c1C (configuration not stated)	1.5	0.4	2.0	-10.8	17.4	11.9	-5.8	-4.5	-17.4	-4.1

Single entries from the list.
CAL PDZ FP-2 with COc1cc(S(=O)(=O)N2CCOCC2)cc(C(=O)c2nccn2C)c1OC → -0.8
SR-BI DiI-HDL act with Cc1cccc(C(=O)Nc2cccc(C(=O)Nc3cc(C)ccn3)c2)c1 → -18.4
PvdQ inh with Cc1cccc(N2CCN(C(=O)C3CC(=O)N(C4CCCC4)C3)CC2)c1C (configuration not stated) → 0.8
CAL PDZ FP-2 with CN(C)c1nc(N)nc(CSc2nc3cc(Cl)ccc3o2)n1 → -0.1

The results go on:
SMILES	PvdQ inh	CAL PDZ FP-1	NSD2 inh	MITF act	SR-BI HDL uptake	Rtt109 HAT inh	PfHsp90 yeast 2	dFosB act	SR-BI DiI-HDL act	CAL PDZ FP-2
COC(=O)Nc1nnc(SCc2ccc(C)cc2)s1	12.8	/	0.5	5.6	2.0	14.5	-1.7	-5.9	-2.0	-8.9
Cc1ccc(N2CC(C(=O)N3CCc4ccccc43)CC2=O)cc1 (configuration not stated)	-9.4	-3.2	/	-2.0	-6.1	/	-36.7	-3.9	6.1	-0.4
Cn1cnnc1SC(C(=O)Nc1cccc(C(F)(F)F)c1)c1ccccc1 (configuration not stated)	-10.0	-0.9	0.3	-1.8	-6.1	5.2	-7.9	-3.4	6.1	-5.5
O=C(COc1ccc2c3c(c(=O)oc2c1)CCCC3)NCCN1CCOCC1	-13.1	-2.4	3.3	0.7	0.2	5.3	20.2	-15.8	-0.2	0.2
Cc1ccc(-c2nn(CCC(=O)NCC3CCCO3)c(=O)c3ccccc23)cc1 (configuration not stated)	-6.8	-2.2	1.9	-0.3	11.9	3.0	-18.8	-10.4	-11.9	1.5
CCCn1c(=O)c2c(c3ccccc31)OCC(=O)N2	2.2	/	-0.4	12.6	-0.7	-0.7	-39.1	1.7	0.7	3.5
Cc1ccc(S(=O)(=O)N2CCCC2)cc1C(=O)Nc1ccc(-n2cnnn2)cc1	4.8	-0.7	-2.3	4.8	5.8	1.6	2.4	-10.9	-5.8	-1.6
Cc1ccc2nc3sc(C(=O)Nc4c(C)[nH]c(=O)[nH]c4=O)c(N)c3cc2c1	-9.3	-0.9	-1.1	-15.2	7.3	-4.9	/	-4.2	-7.3	-3.1
COc1ccccc1CN(C)C(=O)CN1C(=O)c2ccccc2C1=O	-9.7	-2.1	5.1	-6.4	13.5	-1.2	-7.8	-4.6	-13.5	3.4
CC(=O)c1sc2nc(-c3cccs3)ccc2c1N	-10.7	1.7	-4.9	/	19.8	-9.2	-24.3	-10.0	-19.8	-1.1
Cc1cc(C)cc(NC(=S)N(CCN2CCCCC2)Cc2ccco2)c1	2.3	-0.4	/	-2.5	1.1	-6.8	2.9	4.5	-1.1	/
COc1ccc(/C=C/C(=O)NC(=S)Nc2ccc(S(=O)(=O)Nc3nccnc3OC)cc2)cc1	8.7	-0.6	19.3	-0.2	2.8	2.4	-4.6	-1.8	-2.8	-4.7
O=C(Cc1csc(-c2ccccc2)n1)NCc1ccco1	0.5	-3.3	-3.6	1.5	-28.9	-7.9	-13.1	0.9	28.9	-3.8
O=C(O)CC1S/C(=N/N=C/c2ccc(-c3ccccc3[N+](=O)[O-])o2)NC1=O (configuration not stated)	0.1	-0.6	91.5*	-11.0	-20.0	17.9	-28.7	2.1	20.0	-1.0
COc1ccc(N2CC(C(=O)NCc3ccccc3)CC2=O)cc1 (configuration not stated)	-0.4	-0.5	0.3	4.2	-4.6	3.6	-5.5	9.3	4.6	-1.7
O=C(Nc1ccc(-c2ccco2)cc1)C1CCCN(Cc2ccc(CO)o2)C1 (configuration not stated)	4.9	-3.2	5.5	3.9	-0.1	6.2	10.0	-12.6	0.1	-1.1
Cc1ccc(S(=O)(=O)N2CCCC2C(=O)Nn2cnnc2)cc1 (configuration not stated)	-0.2	-0.8	-2.5	4.2	-17.5	-2.4	3.8	0.6	17.5	-2.9
O=C(O/N=C1\CCCc2ccccc21)c1cccs1	0.3	-2.1	-3.1	11.0	-29.0	0.1	-19.8	-7.2	29.0	-1.5
S=c1[nH]nc(-c2ccccn2)n1/N=C/c1cccs1	-5.3	-0.5	1.5	0.0	5.0	-1.3	-10.9	-5.7	-5.0	/
CCOc1nc(Nc2ccccc2F)nc(OCC)n1	8.8	-1.2	-3.0	/	-3.0	10.5	-6.8	-5.5	3.0	-1.6
COc1ccc(CN2CCN(C(=O)c3cc(-c4cccnc4)nc4ccc(Cl)cc34)CC2)c(OC)c1OC	-10.2	0.4	1.1	1.1	37.8	0.7	/	-16.7	-37.8	-2.6
COc1ccc2c(C)cc(SCC(=O)Nc3ccc(Cl)cn3)nc2c1	-0.8	-0.3	-0.6	2.4	59.0	1.3	-11.5	-3.8	-59.0	2.9
c1ccc(-c2csc3ncn4cnnc4c23)cc1	4.5	-1.0	-0.7	1.1	-9.1	-0.6	/	-3.0	9.1	/
COc1ccc(/C=N/N2CCN(c3ccccc3OC)CC2)cc1Br	-10.6	30.9	3.8	38.3	69.5	-1.9	2.0	-0.7	-69.5	-3.4
COCc1nnc(NS(=O)(=O)c2ccccc2)s1	-5.7	-0.4	-1.0	-0.4	/	2.9	-6.9	2.8	/	0.0
C=CCn1c(N)cc(=O)nc1SCC(=O)Nc1ccccc1C(N)=O	-1.0	-1.3	0.4	-7.2	-11.0	-6.1	8.5	-3.9	11.0	-5.9
COc1ccccc1C(=O)Nc1ccc(S(=O)(=O)N2CCCCC2c2cccnc2)cc1 (configuration not stated)	-14.1	-0.8	-1.1	-2.7	-8.9	6.2	-40.5	-13.8	8.9	-0.4
CN(Cc1nccn1C)C(=O)CC1C(=O)NCCN1CC(c1ccccc1)c1ccccc1 (configuration not stated)	-0.6	-2.5	-24.5	-2.4	/	-4.9	16.4	-11.2	/	/
Cc1ccc(NC(=O)c2ccccc2OCC(=O)Nc2ccccc2F)cc1S(=O)(=O)N(C)C	0.6	-4.0	-0.3	/	42.0	16.8	17.2	-12.0	-42.0	3.1
O=C(Cc1ccccc1)N1CCC(c2nc3ccccc3[nH]2)CC1	-13.3	-0.9	2.2	-2.3	7.5	-13.2	/	6.0	-7.5	/
Cc1ccc(C)c(OCC(=O)Nc2ccc3c(c2)OCO3)c1C	-0.9	-1.4	/	-7.8	7.9	11.5	-23.5	-2.6	-7.9	-2.9
COc1ccc(C=O)cc1COc1ccc(Cl)cc1[N+](=O)[O-]	7.4	-0.3	37.1	2.3	22.3	1.3	-1.9	4.7	-22.3	8.8
c1ccc(Sc2ncccn2)nc1	-13.9	-1.7	-4.5	-1.7	1.9	-1.9	23.8	-0.4	-1.9	/
CCSC1=C(C#N)C(=O)n2c1cc1c2CCCC1	3.3	-0.4	2.9	/	32.5	5.7	-42.5	-7.5	-32.6	-1.6
CN1CCN(S(=O)(=O)c2cccc(C(=O)Nc3nccs3)c2)CC1	-7.5	-0.1	-1.3	2.5	-13.2	-2.4	16.0	0.7	13.2	-2.5
CC(=O)Nc1ccc(S(=O)(=O)Nc2ccccc2C(=O)N2CCCC2)cc1	-6.2	-0.6	-1.3	-10.4	-16.6	2.3	-40.3	0.8	16.6	-6.2
CN(Cc1ccccc1)C(=O)c1cccc(NC(=O)c2ccco2)c1	-11.7	-1.2	14.6	1.3	17.3	2.4	-10.7	-3.0	-17.3	-1.4
COC(=O)COc1ccc(-c2nn(C)c(=O)c3ccccc23)cc1	-2.1	-2.3	-0.6	4.8	0.5	/	0.0	-12.7	-0.5	-0.2
O=c1oc2c(-c3ccc([N+](=O)[O-])cc3)cc(O)cc2s1	-0.6	-1.1	-1.1	15.4	77.2*	-1.5	-7.4	14.6	-77.2	-2.6
O=C(Cc1ccc([N+](=O)[O-])cc1)NNC(=O)c1ccc2c(c1)OCO2	-3.8	-1.3	0.8	-3.0	-10.1	-14.8	12.8	3.2	10.1	6.4
COc1ccc(OC)c(CNC(=O)Cc2c(C(=O)O)[nH]c3ccc(Cl)cc23)c1	-7.6	-2.8	2.9	-9.5	-11.3	-3.9	-34.3	-9.1	11.3	-3.8
C=CCN(c1ccccc1)S(=O)(=O)c1cccc(C(=O)N2CCN(c3ncccn3)CC2)c1	-7.6	-0.3	-1.1	-6.7	4.3	1.7	3.3	-9.0	-4.3	-2.9

A second format for part of the listing above:
Every second line gives: PvdQ inh	CAL PDZ FP-1	NSD2 inh	MITF act	SR-BI HDL uptake	Rtt109 HAT inh	PfHsp90 yeast 2	dFosB act	SR-BI DiI-HDL act	CAL PDZ FP-2
C=CCN(c1ccccc1)S(=O)(=O)c1cccc(C(=O)N2CCN(c3ncccn3)CC2)c1
  -7.6	-0.3	-1.1	-6.7	4.3	1.7	3.3	-9.0	-4.3	-2.9
O=C(O)CC1S/C(=N/N=C/c2ccc(-c3ccccc3[N+](=O)[O-])o2)NC1=O (configuration not stated)
  0.1	-0.6	91.5*	-11.0	-20.0	17.9	-28.7	2.1	20.0	-1.0

Screens: PubChem, Broad Institute

Outcome played no part in choosing rows, and some 4.3% of all compounds hit somewhere here.
